Compound activity as filed in PubChem BioAssay.
POLK inh: blocks human DNA polymerase kappa activity; Q9UBT6; Potency, µM (titrated, usually from 107 µM), without a hit: top-dose activity, negative = inhibition, actives largely listed as inhibitors; purified Pol kappa, fluorescent DNA synthesis assay, 10 min; 400,000 tested, 0.53% active; further: on the % scale 0 is the no-effect control and ±100 the full control effect
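Readout: fluorescence, taken kinetically at 0 and 10 min. Conditions: 10 nM Pol kappa, 15 min RT compound preincubation, 50 nM substrate final. Controls: enzyme-free buffer wells.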
BLM helicase inh: inhibitors of human Bloom syndrome helicase BLM | P54132 | recombinant BLM DNA unwinding, fluorescence dequenching | 350,000 tested, 0.2% active | Potency, µM (doses to about 56.1 µM), for inactives: at the top dose activity change, negative = inhibition, usual class: inhibitors;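 further: plate controls were vehicle for no effect and no enzyme for full effect; nearly all actives have a fitted effect of over 35% in size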
G9a inh: G9a (human) methyltransferase inhibition | Q96KQ7 | G9a H3K9 monomethylation, AlphaScreen, 2 h | Potency, µM (highest dose often 102 µM), without a hit: at the top dose activity, negative = inhibition, hits mostly inhibitors | 350,000 tested, 8.8% active; further: on the % scale 0 is the no-effect control and ±100 the full control effect; nearly all actives have a fitted effect of over 75% in size
Target sequence (Q96KQ7 913-1193 limits assumed): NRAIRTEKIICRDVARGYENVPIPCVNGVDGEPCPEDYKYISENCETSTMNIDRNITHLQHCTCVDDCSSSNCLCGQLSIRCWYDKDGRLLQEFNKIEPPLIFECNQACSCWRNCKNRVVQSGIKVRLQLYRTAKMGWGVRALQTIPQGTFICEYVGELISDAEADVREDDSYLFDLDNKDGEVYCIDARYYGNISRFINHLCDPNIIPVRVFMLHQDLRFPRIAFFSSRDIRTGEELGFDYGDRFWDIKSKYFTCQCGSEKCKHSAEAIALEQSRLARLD
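G9a (20 nM) was preincubated 15 min with compound, then reacted 2 h at room temperature with 500 nM biotin-H3K9 peptide and 20 µM SAM. Monomethyl-H3K9 detected by AlphaScreen using anti-H3K9me1 antibody.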
Apoferritin bind: binds horse apoferritin like a general anesthetic; P02791; apoferritin/1-aminoanthracene competitive binding, fluorescence; Potency, µM (titrated, usually from 77.5 µM), for the others: at the top dose activity change, negative = displacement, actives largely listed as inhibitors; 350,000 tested, 0.074% active; AID 485281; further: on the % scale 0 is the no-effect control and ±100 the full control effect; nearly all actives have a fitted effect of over 20% in size
Target sequence (P02791 2-175 limits assumed): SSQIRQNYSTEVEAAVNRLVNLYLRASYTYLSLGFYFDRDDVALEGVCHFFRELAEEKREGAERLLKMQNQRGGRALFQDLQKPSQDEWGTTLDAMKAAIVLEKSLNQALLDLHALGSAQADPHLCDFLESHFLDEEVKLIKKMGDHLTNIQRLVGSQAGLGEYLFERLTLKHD
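10 uM apoferritin + 50% sat. 1-AMA, PBS; cpd 10 min RT; Ex380/Em535 endpoint; normalized to free probe vs complex; 4-param Hill fit; propofol titration as pos. ctrl.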
POLI inh: blocks human DNA polymerase iota activity; 390,000 tested, 1% active; Potency, µM (titrated, usually from 115 µM), for the others: at the top dose activity, negative = inhibition, hits mostly inhibitors; AID 588590; Q9UNA4; Pol iota fluorescent replication assay, 10 min
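Fluorescent replication assay read twice, at 0 min and 10 min after adding 50 nM (final) substrate. Enzyme (10 nM) and compounds were first incubated 15 min at room temperature; enzyme-free buffer wells were negative controls.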
POLB inh: inhibitors of human DNA polymerase beta; Pol beta primer extension/strand displacement, fluorescence kinetic; Potency, µM (doses to about 114 µM), for the others: top-dose activity change, negative = inhibition, usual class: inhibitors; AID 485314; 340,000 tested, 1.3% active; further: on the % scale 0 is the no-effect control and ±100 the full control effect
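Human Pol beta at 10 nM; strand-displacement substrate 50 nM final. Compound exposure 15 min at room temperature before start, reaction 10 min at room temperature.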
BAZ2B block: blocks human BAZ2B; AlphaScreen BAZ2B-H3K14Ac peptide displacement; AID 504333; 360,000 tested, 4.4% active; Potency, µM (titrated, usually from 114 µM), without a hit: top-dose activity change, negative = inhibition, hits mostly inhibitors; Q9UIF8; further: on the % scale 0 is the no-effect control and ±100 the full control effect; nearly all actives have a fitted effect of over 60% in size
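BAZ2B (50 nM) with biotin-H3(5-23)K14Ac peptide (50 nM) in PBS pH 7.4, 0.01% Tween-20, preformed 30 min, then compound 30 min at room temperature; top concentration 110uM. AlphaScreen streptavidin donor/nickel chelate acceptor beads (10 ug/mL final), 20 min dark, signal read.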
APEX1 inh: blocks human APE1 abasic DNA cleavage. P27695. recombinant APE1, TAMRA/BHQ-2 abasic DNA cleavage fluorescence. Potency, µM (titrated, usually from 65.8 µM), for the others: top-dose activity change, negative = inhibition, hits mostly inhibitors. 350,000 tested, 0.35% active;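 further: plate controls were vehicle for no effect and reference inhibitor for full effect; nearly all actives have a fitted effect of over 55% in size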
Target sequence (P27695 whole entry, looked up): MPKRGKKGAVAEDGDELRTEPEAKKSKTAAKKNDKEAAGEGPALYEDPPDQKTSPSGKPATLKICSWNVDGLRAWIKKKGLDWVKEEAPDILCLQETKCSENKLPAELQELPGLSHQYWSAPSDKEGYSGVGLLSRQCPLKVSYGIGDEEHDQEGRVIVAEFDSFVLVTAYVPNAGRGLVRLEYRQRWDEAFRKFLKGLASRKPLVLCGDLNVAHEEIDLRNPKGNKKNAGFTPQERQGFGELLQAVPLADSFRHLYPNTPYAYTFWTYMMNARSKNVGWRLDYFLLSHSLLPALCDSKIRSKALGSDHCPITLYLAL
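Measures dequenching upon AP-site incision of a 5'-TAMRA/3'-BHQ-2 THF-containing duplex, 50 nM; human APE1 0.75 nM after 15 min room-temperature exposure to compound; kinetic three-point read at one-minute spacing.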
Pol eta inh: DNA polymerase eta (human) inhibition | Q9Y253 | recombinant Pol eta, fluorescent DNA replication assay | Potency, µM (series often up to 114 µM), for the others: at the highest dose activity change, negative = inhibition, usual class: inhibitors | 390,000 tested, 1.2% active; further: on the % scale 0 is the no-effect control and ±100 the full control effect
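Pol eta at 10 nM preincubated with compounds 15 min at room temperature; reaction started with fluorescent substrate (50 nM final) and read kinetically at 0 and 10 min.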
* hit, by the source's call; ? = inconclusive; · = not tested or not shown; [ ] = dose if it differs, or a comment. The call rests on the fitted dose curve; in most records, active means well fitted curve in the direction sought with a large enough effect; inconclusive means small, poorly fitted or top-dose-only effect, or another doubt; inactive means no such curve, though single readings can be large; an effect the other way counts as inactive or inconclusive. Potency means the concentration at half of the fitted maximal effect. A portion of the library; count on the stated rates, not on these rows.

item	SMILES	POLK inh	BLM helicase inh	G9a inh	Apoferritin bind	POLI inh	POLB inh	BAZ2B block	APEX1 inh	Pol eta inh
1	CCOC(=O)c1cc(-c2ccc(F)cc2)n(CCC(=O)Nc2nc3cc(C)c(C)cc3s2)c1C	-13%[60.1 µM]	2%	-4%[59 µM]	-15%	26%	72%	2%	·	-8%
2	Cc1cc(/C=C2/NC(=O)N(c3ccccc3)C2=O)c(C)n1-c1cccnc1	-3%	-4%	?	-15%	54%[activator]	26%	?	13%	-13%
3	CC(C)NC(=S)Nc1ccc2nc3n(c(=O)c2c1)CCCCC3	3%	-7%	-2%	-11%	33%[activator]	15%	-11%	0%	1%
4	Cc1ccc(NC(=O)C2CC(=O)n3c(nc4ccccc43)N2)cc1 (stereo not drawn)	-5%	-7%	43%[12.7 µM]	-4%	?	-24%	7%	2%	2%
5	CC(C)CCNC(=O)CSc1nc2ccccc2s1	-11%	-1%	6%	-12%	35%[activator]	-13%	-2%	2%	-6%
6	COc1ccc(CCn2c(C(C)C)nc3oc4ccccc4c(=O)c3c2=O)cc1	-15%	-3%	10%	-8%	7%	17%	-5%	-2%	-5%
7	CC1(C)CCC/C(=C\c2ccccc2)C1=O	10%	·	7%[2.33 µM]	·	29%	·	30%	11%	-7%
8	Cc1cccc(-n2c(C)nc3cc(C(=O)NCC4CCCO4)ccc32)c1 (stereo not drawn)	8%	2%	17%	4%	-3%	18%	-2%	9%	-21%
9	CCc1c(C)nc2ncnn2c1Nc1ccccc1C	3%	-6%	·	-4%	92%[activator]	16%	-1%	8%	-11%
10	COc1ccc(-c2ccc(=O)n(Cc3cc(=O)n4ccccc4n3)n2)cc1	6%	1%	25%[12.7 µM]	-5%	2%	3%	3%	0%	-1%
11	Cc1c(/C=N/n2cnnc2)c2ccccc2n1CCOc1ccccc1	-6%	2%	12%[59 µM]	-13%	18%	?	5%	12%	-4%
12	COc1cc(C(=O)NCC(=O)N/N=C/c2ccccn2)cc(OC)c1OC	-3%	-4%	9%	-6%	74%[activator]	12%	-3%	-1%	-8%
13	Cc1ccc(-c2noc(COc3ccccc3C)n2)cc1	-5%	-6%	36%[12.7 µM]	-2%	10%	-22%	275%[activator]	1%	-5%
14	Cc1ccc(/C=N/NC(=O)c2n[nH]c3c2CCCC3)cc1	-10%	-14%	-1%	-3%	44%[activator]	0%	4%	-4%	-8%
15	CCOc1ccccc1NS(=O)(=O)c1cccs1	-2%	0%	-3%[12.7 µM]	-1%	12%	-2%	-3%	-4%	-3%
16	Cc1ccccc1NS(=O)(=O)CCCCC(Cl)(Cl)Cl	-3%	-10%	60%[activator]	6%	68%[activator]	12%	27%	-3%	-14%
17	CSc1cccc(Nc2cc(C(=O)NCCCN(C)c3ccccc3)c3ccccc3n2)c1	-7%[60.1 µM]	-8%	-31%[59 µM]	291%[activator]	-22%	-7%	-18%	·	-12%
18	CC(C)OC(=O)/C(=C\c1cccc2ccccc12)NC(=O)c1ccccc1	-10%	-5%	-10%	-9%	62%[activator]	2%	2%	0%	-29%
19	Cc1ccc2nc(SCC(=O)NCc3ccccc3)nc(=O)n2c1	1%	·	-4%[0.501 µM]	·	28%	·	7%	52%[activator]	-22%
20	CC1(C)CC(=O)c2ccc(O)cc2O1	-7%	1%	44%	-2%	67%[activator]	7%	-7%	11%	-5%
21	Cc1noc(C)c1-c1nccc(N2CCN(C)CC2)n1	-1%[60.1 µM]	-9%	-20%[0.501 µM]	·	·	·	·	-2%	·
22	Cc1ccc(S(=O)(=O)N2CCCCC2)cc1NC(=O)Cn1ccsc1=N	-1%	-2%	18%	-9%	51%[activator]	4%	-3%	16%	-17%
23	CCOC(=O)CSc1nc2c(c(=O)n1-c1ccc(OC)cc1)SCC2	-3%	-2%	-10%	20%	-12%	?	5%	4%	-8%
24	Cc1nn(CC(=O)Nc2ccc3nc4n(c(=O)c3c2)CCCC4)c(C)c1[N+](=O)[O-]	5%	1%	-8%	-6%	21%	17%	-16%	9%	-13%
25	CCCCN(Cc1cccs1)S(=O)(=O)c1ccc(-c2ccc(=O)[nH]n2)s1	-4%	-4%	0%	-22%	55%[activator]	2%	-16%[57.1 µM]	7%	-25%

More results follow.
item	SMILES	POLK inh	BLM helicase inh	G9a inh	Apoferritin bind	POLI inh	POLB inh	BAZ2B block	APEX1 inh	Pol eta inh
26	Cc1ccc2ncc(C(=O)c3ccc(C)c(C)c3)c(S(=O)(=O)c3ccccc3)c2c1	5%	-7%	-31%[59 µM]	2%	3%	-5%	-25%	·	-15%
27	O=C(CCNS(=O)(=O)c1ccccc1C(F)(F)F)NNC(=O)C1COc2ccccc2O1 (stereo not drawn)	4%	·	21%[59 µM]	·	5%	·	11%	9%	-19%
28	CSc1ccccc1C(=O)OCC(=O)N1CCN(C(C)=O)CC1	6%	·	-4%[12.7 µM]	·	30%[activator]	·	4%	-2%	-6%
29	Cc1ccc(S(=O)(=O)N2CCCCC2)cc1NS(=O)(=O)c1ccc(Cl)c(C(=O)O)c1	-4%	·	?	·	8%	·	1%	16%	-17%
30	Cc1cccc(-n2cc(CN3CCN(C(=O)c4ncn[nH]4)CC3)c(-c3cccc(F)c3)n2)c1	3%	-8%	-37%	-20%	129%[activator]	-1%	-8%	?	-13%
31	Cc1ccc2cc3c(nc2c1)N(c1ccccc1)CC3	8%	-14%	98%[activator][12.7 µM]	-14%	139%[activator]	6%	190%[activator]	-2%	-1%
32	Cc1cc(C(=O)Nc2cccc3ccccc23)c(C)o1	-5%	-1%	14%	1%	-18%	16%	-18%	18%	-7%
33	COc1ccc(NS(=O)(=O)c2ccc(NC(=S)NC(=O)c3ccc(F)cc3)cc2)nn1	-4%	2%	?	-8%	176%[activator]	-18%	?	0%	-15%
34	COc1ccccc1C(=O)NNC(=O)c1cccc(C)c1	-7%	-6%	·	-23%	72%[activator]	-21%	0%	7%	-6%
35	C=CCNC(=S)NNC(=O)c1cccn(Cc2ccc(Cl)cc2)c1=O	-18%	-3%	?	-16%	14%	3%	-2%	-3%	1%
36	O=C(COc1ccc(Br)cc1)Nc1ccc(S(=O)(=O)Nc2ccccn2)cc1	-10%	-10%	52%[activator]	-3%	-3%	28%	-16%	33%	-11%
37	O=C(Cc1ccccc1)Nc1nonc1NC(=O)c1ccccc1	1%	-4%	-49%	-21%	4%	-2%	4%	-1%	-10%
38	COc1ccc(S(=O)(=O)N2CCC(Cc3ccccc3)CC2)cc1NC(C)=O	6%	0%	·	-1%	1%	1%	-14%	-1%	3%
39	COc1ccccc1NC(=O)N1CCCC1C(=O)Nc1ccc2c(c1)OCCO2 (stereo not drawn)	11%	3%	?	-6%	48%[activator]	-1%	-10%	6%	-4%
40	COc1ccc(CN2C(=O)N(c3ccc(F)cc3)C(=O)C2CC(=O)Nc2cc(OC)cc(OC)c2)cc1 (stereo not drawn)	-19%	-2%	-35%[59 µM]	1%	17%	2%	-17%	·	-14%
41	NS(=O)(=O)c1ccc(CCNC(=O)Cc2cccs2)cc1	4%	-5%	16%[0.501 µM]	-8%	-11%	7%	?	43%	-12%
42	NS(=O)(=O)c1ccc(CNC(=O)c2ccccc2SCC(=O)N2CCCC2)cc1	-8%	·	35µM*	·	6%	·	15%	14%	6%
43	C=C(C)Cn1cnc2c(oc3nc4c(cc32)CCCC4)c1=O	3%	0%	·	-6%	4%	17%	3%	-1%	-6%
44	O=[N+]([O-])c1ccc(CSc2ccccn2)cc1	-11%	-1%	2%	-21%	146%[activator]	0%	-11%	21%	-8%
45	CN1CC(=O)N2Cc3[nH]c4ccccc4c3C[C@H]2C1=O	3%	0%	0%	-1%	108%[activator]	0%	-1%	34%	-15%
46	Cc1ccc(S(N)(=O)=O)c(C)c1N1CCCC1=O	-5%	2%	·	-3%	-5%	8%	10%	12%	-5%
47	Cc1ccc(C2C(C(=O)c3sc(C)nc3C)=C(O)C(=O)N2CCN(C)C)o1 (stereo not drawn)	-6%	-12%	45µM*	26%	17%	-2%	13%	-4%	3%
48	CC(C)c1cc(CN2CCN(C3CCCC3)C(CCO)C2)[nH]n1 (stereo not drawn)	-2%	-2%	·	-3%	108%[activator]	7%	-5%	0%	-5%
49	Cc1ccnc(N2CCC(C(=O)NNC(=O)COc3cccc4ccccc34)CC2)n1	-2%	3%	-2%[59 µM]	8%	8%	26%	0%	10%	-2%
50	CC(=O)c1ccc2c3c(cccc13)CC2	-1%	0%	22%[59 µM]	7%	23%	1%	14%	-1%	-13%

(next part)
item	SMILES	POLK inh	BLM helicase inh	G9a inh	Apoferritin bind	POLI inh	POLB inh	BAZ2B block	APEX1 inh	Pol eta inh
51	CCCCCSc1nc2sc3c(c2c(=O)n1-c1ccccc1)CCN(C(C)=O)C3	-14%	-2%	?	-16%	-4%	7%	-17%	·	-16%
52	O=C(CCNC(=O)c1ccccc1Cl)Nc1cccc(S(=O)(=O)N2CCCC2)c1	-5%	·	22%[59 µM]	·	26%	·	25%	3%	-6%
53	COC(=O)CCN(C(=O)c1ccc(N2CCCC2)c([N+](=O)[O-])c1)c1ccccn1	4%	-1%	-36%	-15%	6%	0%	-30%	0%	4%
54	CCCn1c(SCc2ccon2)nc2ccccc2c1=O	-13%	1%	12%	-14%	55%[activator]	10%	18%	1%	-3%
55	O=C(CC1C(=O)NCCN1Cc1ccc(-c2ccccc2)cc1)NCCc1ccccn1 (stereo not drawn)	3%	-6%	·	-11%	20%	51%	-13%	20%	-6%

Entries of single compounds, looked up by structure.
Listed for COC(=O)CCN(C(=O)c1ccc(N2CCCC2)c([N+](=O)[O-])c1)c1ccccn1 = POLK inh: 4%; BLM helicase inh: -1%; G9a inh: -36%; Apoferritin bind: -15%; POLI inh: 6%; POLB inh: 0%; BAZ2B block: -30%; APEX1 inh: 0%; Pol eta inh: 4%
Listed for CCCn1c(SCc2ccon2)nc2ccccc2c1=O = POLK inh: -13%; BLM helicase inh: 1%; G9a inh: 12%; Apoferritin bind: -14%; POLI inh: 55%[activator]; POLB inh: 10%; BAZ2B block: 18%; APEX1 inh: 1%; Pol eta inh: -3%
